# From PubChem BioAssay
# STK33 kinase inh: inhibitors of purified STK33 kinase, primary screen, biochemical, ADP-Glo luminescence, homogeneous, cell-free; AID 2661, 2010; MBP phosphorylation; 320,000 compounds, 0.073% hits; inhibition, % at 10 µM; Serine/threonine-protein kinase 33 (Homo sapiens), Q9BYT3;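 active = inhibition at or above 25%, using the most active replicate where run in duplicate; inactive = inhibition below 25%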
# KCNQ2 block: KCNQ2 potassium channel inhibitors, primary screen, cell-based, CHO-K1, FluxOR thallium flux, B-score (AID 2156); Potassium voltage-gated channel subfamily KQT member 2 (Rattus norvegicus), O88943; 20 min; active compounds read low; B-score at 10 µM; 310,000 compounds, 1.1% hits;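 active = fluorescence ratio B-score at most minus 3 library SDs, with starting brightness B-score within 2 library SDs, cut at about -5.5 in these data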
# Target sequence (O88943 whole entry, looked up): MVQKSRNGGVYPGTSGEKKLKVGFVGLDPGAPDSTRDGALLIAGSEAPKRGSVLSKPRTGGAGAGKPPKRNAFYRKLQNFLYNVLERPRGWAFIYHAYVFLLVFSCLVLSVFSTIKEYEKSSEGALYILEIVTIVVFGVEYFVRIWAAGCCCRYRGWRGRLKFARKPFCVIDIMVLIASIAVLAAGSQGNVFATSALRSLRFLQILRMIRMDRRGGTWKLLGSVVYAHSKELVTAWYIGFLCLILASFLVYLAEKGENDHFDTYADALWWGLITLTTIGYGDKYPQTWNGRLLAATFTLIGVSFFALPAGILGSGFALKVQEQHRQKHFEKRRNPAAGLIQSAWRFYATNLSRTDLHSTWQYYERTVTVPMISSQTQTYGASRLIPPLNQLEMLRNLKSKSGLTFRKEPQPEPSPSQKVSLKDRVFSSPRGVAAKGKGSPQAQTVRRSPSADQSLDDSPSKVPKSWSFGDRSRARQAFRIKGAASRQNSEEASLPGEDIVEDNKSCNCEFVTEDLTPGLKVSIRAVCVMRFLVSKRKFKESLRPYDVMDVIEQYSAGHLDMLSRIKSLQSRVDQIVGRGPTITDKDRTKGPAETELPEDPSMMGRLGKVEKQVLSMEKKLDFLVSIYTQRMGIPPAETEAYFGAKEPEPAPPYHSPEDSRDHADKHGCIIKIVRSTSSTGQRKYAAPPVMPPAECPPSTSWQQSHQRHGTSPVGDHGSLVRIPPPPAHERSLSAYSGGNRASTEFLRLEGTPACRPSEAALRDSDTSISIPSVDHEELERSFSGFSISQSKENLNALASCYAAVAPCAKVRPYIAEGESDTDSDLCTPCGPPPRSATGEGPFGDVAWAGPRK
# Kir21 inh: inhibitors of mouse Kir2.1 inward-rectifier potassium channel; Inward rectifier potassium channel 2 (Mus musculus), P35561; 310,000 compounds, 0.85% hits; HEK293-Kir2.1, FluxOR thallium flux fluorescence; active compounds read low; AID 1672, 2009; B-score at 10 µM;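 active = fluorescence ratio B-score at or below minus 3 SD of library scores, with starting-brightness B-score within 2 SD, cut at about -4.2 in these data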;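 also: channel flux triggered by added potassium and thallium sulfate stimulus; B-score of peak minus minimum fluorescence over baseline after thallium stimulus; more negative B-score means stronger Kir2.1 block with less thallium influx; some compounds called inactive have numbers as strong as hits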
# * marks the source's active call; other numbers are inactive results; i = inactive; / = no result given.
SMILES	STK33 kinase inh	KCNQ2 block	Kir21 inh
C=CCOn1c(=O)c(-c2ccc(OCC)cc2)[n+]([O-])c2ccccc21	0.1	i	0.57
Cc1cccc(C(C)C)c1NC(=O)C(C)OC(=O)Cc1n[nH]c(=O)c2ccccc12 (configuration not stated)	-1.2	-6.7*	0.15
Cn1c(=O)c2c(nc(SCC(=O)N3CCOCC3)n2C)n(C)c1=O	-0.3	i	-1.4
CC1CCCN(S(=O)(=O)c2ccc(NC(=O)c3cccc(-n4cnnn4)c3)cc2)C1 (configuration not stated)	-1.4	i	0.21
CCOC(=O)N1CCN(C(=O)C2CC(c3ccccc3OC)=NO2)CC1 (configuration not stated)	0.6	i	0.33
Oc1ccccc1-c1cc(C(F)(F)C(F)F)[nH]n1	-0.2	i	-1.3
COc1ccc(N2C(=NC(C)=O)SC3CS(=O)(=O)CC32)cc1OC (configuration not stated)	0.3	i	-0.5
Cc1cccc(-n2cc(CN(C)Cc3nccn3C)c(-c3cccc(F)c3)n2)c1	-1.4	-6.7*	-1.2
Fc1ccccc1CSc1nncn1NC/C=C/c1ccccc1	-2.0	i	-1
OCCN1CN=C(Nc2nc3ccccc3o2)NC1	0.3	i	-0.41
CCC[n+]1cn(/C(C(=S)Nc2cccc(Cl)c2C)=C(/[O-])c2ccc(OC)c(OC)c2)c2ccccc21	-0.6	i	0.09
CCc1ccc(CN(C)Cc2nc(Cc3ccccc3)no2)nc1	0.7	i	0.32
Cc1cccc(OCC(=O)N(Cc2ccco2)C2CCS(=O)(=O)C2)c1C (configuration not stated)	0.1	i	-0.04
COc1cc(CC(=O)N(C)CC(=O)Nc2ccc(Cl)c(C(F)(F)F)c2)cc(OC)c1OC	-0.7	i	0.56
CCOc1ccc2c(c1)OC(c1ccccc1)(C(F)(F)F)NC2=O (configuration not stated)	-1.0	i	-0.4
CCc1cc2c(=O)n(Cc3ccco3)c(SCC(=O)N(C)C3CCS(=O)(=O)C3)nc2s1 (configuration not stated)	1.0	i	0.27
Cc1ccc(Nc2nc(CSc3nnc(-c4ccccc4C)n3C)cs2)cc1	1.1	i	0.01
Cc1cccc(Oc2ncnc3oc(-c4ccccc4)cc23)c1C	-1.8	i	0.95
CCC(=O)Nc1ccc2c(c1)nc1n2CCN(C2CCCCC2)C1	0.7	i	0.49
CCc1ccc(C(=O)NNC(=O)CC2OC(=O)c3ccccc32)cc1 (configuration not stated)	0.0	i	1.3
O=C(OCc1cc(=O)n2cc(Br)ccc2n1)c1ccc(Cl)c(S(=O)(=O)NCc2ccccc2)c1	1.1	i	1.7
CCCCc1ccc(-n2nnnc2SCC(=O)Nc2cc(OC)c([N+](=O)[O-])cc2C)cc1	-0.9	i	-0.76
CN(C(=O)c1cn2ccccc2n1)c1c(N)n(Cc2ccccc2)c(=O)[nH]c1=O	-2.1	i	0.08
CCc1cc2ccccc2nc1SCC(=O)Nc1cc(OC)c(OC)cc1C(=O)O	-0.5	i	0.94
CCC(C)C(=O)Nc1cc(Cl)ccc1C(=O)O (configuration not stated)	-0.9	i	-0.5
COc1ccc(S(=O)(=O)Nc2cc(Cl)ccc2OC)cc1	-0.5	i	-2.7
CC(NS(=O)(=O)c1ccc(CCC(=O)N2CCN(C)CC2)cc1)c1ccccc1 (configuration not stated)	-0.2	i	-0.83
CCOC(=O)C1CCN(S(=O)(=O)c2ccc3c(c2)N(C(C)=O)CCO3)CC1	-1.4	i	-0.2
CN(C)C(=S)Nc1ccc(Br)cc1Cl	-2.6	i	-2.2
O=C(CN(C(=O)CCC(=O)Nc1ccccn1)c1ccc(F)cc1)NCc1ccco1	-1.1	i	-2.2
CCN(C(=O)COC(=O)c1ccccc1Nc1cccc(C)c1C)C1CCS(=O)(=O)C1 (configuration not stated)	0.6	i	-0.89
CN(C)C(=O)CSc1ncnc2scc(-c3ccccc3)c12	-0.3	i	0.98
CCCN(CC1CC1)c1nc(N)c2c(N)nc(OC)cc2c1C#N	0.0	i	-1.1
C/C(=N\NC(=O)c1c(Cl)cnn1C)c1cccc(NC(=O)C(C)C)c1	-0.3	i	-3.2
Cc1ccccc1OC(C)C(=O)N1CCC(Cc2ccccc2)CC1 (configuration not stated)	-0.8	i	-2.3
CCCCCCOC(=O)Cc1c(C)nc(N)[nH]c1=O	-2.5	i	-1.2
O=C(O)CCC(NS(=O)(=O)c1ccc(N2CCCC2=O)cc1)C(=O)O (configuration not stated)	0.5	i	1.8
CCOc1ccc(Nc2nc3ccccc3n2C)cc1	0.6	i	0.58
Cc1ccc(Nc2nc3ccccc3c(=O)s2)cc1C	-4.6	i	-1.6
CCC1=Nc2cc(C(=O)NCCN3CCOCC3)ccc2Sc2ccccc21	-0.9	i	-2.4
Cc1ccc2[nH]c(=O)c(CN(CCCN(C)C)C(=S)NCCc3ccccc3)cc2c1	-1.3	i	-3.3
COc1ccc(-c2noc(CCCC(=O)N3CCOCC3)n2)cc1	1.1	i	1.2
O=C(CCl)N=c1sccn1Cc1cccc2ccccc12	/	i	-0.72
O=C(NCCc1ccccc1)C1CCN(C(=O)Nc2ccccc2)CC1	-0.9	i	-0.87
Cc1cc(C)nc(NC(=O)c2c(F)c(F)c(F)c(C(=O)Nc3cc(C)cc(C)n3)c2F)c1	0.2	i	-0.07
NS(=O)(=O)c1cc(C(=O)NCCc2ccccn2)ccc1Cl	-0.1	i	-0.02
COc1ccc(CNC(=O)COC(=O)CC2CC3CCC2C3)cc1OC (configuration not stated)	-0.6	i	0
O=c1c2ccccc2nc(COc2ccccc2)n1/N=C/c1ccc(O)c(O)c1	-0.1	i	-0.82
COc1ccc(-c2ccc(CCC(=O)O)o2)cc1	-1.9	i	-2.7
O=C(COC(=O)c1cccc2ccccc12)Nc1ncc(C(F)(F)F)cc1Cl	-1.3	i	0.5
CCC(=O)Oc1ccc(C(=O)Nc2ccccc2C(=O)NCC(C)C)cc1	-0.2	i	1.7
COc1ccc(NC(=O)c2cc(S(=O)(=O)N3CCc4ccccc43)cn2C)cc1	-1.4	i	-0.93
COc1cccc(NC(=O)c2ccc(NC(=O)C(C)(C)C)cc2)c1	-0.3	i	0.04
O=C(CC(c1ccccc1)c1cc(Br)ccc1O)NCCCN1CCOCC1 (configuration not stated)	-4.5	i	0.82
COc1ccc(NS(=O)(=O)c2cc(NC(=O)[C@@H](NC(N)=O)C(C)C)ccc2C)cc1	0.4	i	0.71
CC(=O)CCc1oc2ccc(NC(C)=O)cc2c1-c1ccc(C)o1	-1.0	i	1.6

# Already shown: entries from further up.
SMILES	STK33 kinase inh	KCNQ2 block	Kir21 inh
COc1ccc(CNC(=O)COC(=O)CC2CC3CCC2C3)cc1OC (configuration not stated)	-0.6	i	0
O=c1c2ccccc2nc(COc2ccccc2)n1/N=C/c1ccc(O)c(O)c1	-0.1	i	-0.82
COc1ccc(-c2ccc(CCC(=O)O)o2)cc1	-1.9	i	-2.7
O=C(COC(=O)c1cccc2ccccc12)Nc1ncc(C(F)(F)F)cc1Cl	-1.3	i	0.5
CCC(=O)Oc1ccc(C(=O)Nc2ccccc2C(=O)NCC(C)C)cc1	-0.2	i	1.7
COc1ccc(NC(=O)c2cc(S(=O)(=O)N3CCc4ccccc43)cn2C)cc1	-1.4	i	-0.93
COc1cccc(NC(=O)c2ccc(NC(=O)C(C)(C)C)cc2)c1	-0.3	i	0.04

# Further structures.
SMILES	STK33 kinase inh	KCNQ2 block	Kir21 inh
CCS(=O)(=O)c1nc(S(=O)(=O)c2ccc(Cl)cc2)c(N2CCOCC2)s1	-0.2	i	-0.04
CCOC(=O)C1=C(C)N(c2ccccc2)C(=O)C1CC(=O)O (configuration not stated)	0.5	i	0.32
Cc1ccc(NC(=S)N(C)Cc2cn(C)c3ccccc23)cc1	-0.2	i	-0.18
O=C(CCNC(=O)c1ccccc1Cl)Nc1cc(C(F)(F)F)ccc1Cl	-2.4	i	0.08
Cc1cc(OCC(=O)NNC(=O)CCc2ccccc2)ccc1Br	-0.4	i	-1
O=C(O)CN1C(=O)SC(Nc2ccc(Cl)cc2)C1=O (configuration not stated)	-0.4	i	0.26
CCSCCNC(=O)c1cncc(Br)c1	-1.1	i	1.3
c1ccc(N2CCN(Cc3ccsc3)CC2)nc1	-0.5	i	0
Cc1cccc(NCc2ccccc2OCc2ccccc2F)c1	0.1	-5.5*	-0.06
COc1ccc(OC)c(-c2c(C#N)c(N)nc3c2c(=O)nc2sccn23)c1	0.7	i	-0.63
C=CCNc1nc(C)c(C(C)=O)cc1C#N	0.4	i	0.81
COCCNC(=O)c1cc(-c2ccc(Cl)c(Cl)c2)on1	-0.2	i	-0.91
Cc1ccc(OCC(=O)Nc2cc(S(=O)(=O)N3CCCCC3)ccc2C)c([N+](=O)[O-])n1	1.1	i	0.2
CC(C)c1nccn1S(=O)(=O)c1cc(Cl)ccc1Cl	-0.5	i	-0.05
CCOC(=O)CCC(NC(=O)CCCCCCCCC(=O)NC(CCC(=O)OCC)C(=O)OCC)C(=O)OCC (configuration not stated)	-0.9	i	-0.96
Cc1[nH][nH]c(=O)c1C=NCc1cccs1	0.2	i	-1.5
CCN1CCc2c(C#N)c(N3CCOCC3)nc(N3CCOCC3)c2C1	-0.4	i	-0.49
CCOc1ccc2[nH]c3ncccc3c(=O)c2c1	3.5	i	-2.6
Oc1ccc(-c2[nH]ncc2-c2cnn(-c3ccccc3)c2)c(O)c1	19	i	0
O=C(NC1CCCCCC1)C(=S)NCCc1ccccc1	-0.4	i	0.74
COc1ccc(O)c(/C=N\NC(=O)CCn2nnc3ccccc32)c1	1.4	i	-0.51
O=C(c1cccc(NS(=O)(=O)c2ccc(F)c(F)c2)c1)N1CCN(C(c2ccccc2)c2ccccc2)CC1	-0.6	i	-0.23
O=C(CN1CCN(c2ccc(F)cc2)CC1)Nc1ccc(-n2cnnn2)cc1	-2.2	i	-0.35
C/C(=N\O)C1/C(=N/O)CC2C1C2(C)C (configuration not stated)	0.1	i	-0.69
O=C(NCc1nnc(SCC(=O)N2CCCc3ccccc32)o1)c1c(F)cccc1Cl	-3.6	i	0.02
O=C(COC(=O)/C=C/c1ccc(OC(F)F)cc1)NC1CCCCCCC1	1.9	i	-0.94
O=C(CN1C(=O)C2C3C=CC(C3)C2C1=O)Nc1nncs1 (configuration not stated)	0.2	i	1.7
COc1cccc(/C=N\n2c(C)nnc2C)c1OC	0.6	i	1.6
Cc1ccnc(NC(=O)CCC(=O)N(CC(=O)NCC2CCCO2)Cc2ccc(F)cc2)c1 (configuration not stated)	-0.1	i	-0.74
O=C(NCCCN1CCOCC1)c1onc(CSc2ccc(F)c(F)c2)c1C(=O)NCCCN1CCOCC1	-0.5	i	-1.2
CCC1(c2ccc(Cl)cc2)NC(=S)N(c2ccc(C)cc2)N1 (configuration not stated)	-1.6	i	0.11
O=C(CCC(=O)NNC(=O)Nc1cccc(Cl)c1)NCc1ccccc1	-1.5	i	-0.06
c1cncc(-c2nn3c(Cn4nnc5ccccc54)nnc3s2)c1	-1.1	i	0.67
CC1(C)Cc2c(c(-c3ccco3)nc3sc4c(NCCN5CCOCC5)ncnc4c23)CO1	0.3	i	0.02
Cc1c(NCc2ccncc2)cccc1C(=O)O	-5.0	i	0.11
CSc1nncn1/N=C/c1cc(Cl)ccc1F	-0.8	i	0.58
Cn1c(=O)n(CCO)c(=O)c2c1nc(Br)n2Cc1ccccc1	0.4	i	2.6
COc1cccc2[nH]c3ccccc3c(=O)c12	0.7	i	0.52
CC(NC(=O)c1ccncc1)C(C)(C)C (configuration not stated)	-0.9	i	0
CC(=O)c1ccc(NS(=O)(=O)c2cc3c(cc2C)N(C(C)=O)CCO3)cc1	0.1	i	2.9
COCCNC(=O)c1cc2sc3ccccc3c2s1	-1.2	i	-2.1
O=C(c1ccco1)N1CCCC(c2nc3c(nnn3Cc3ccc(Cl)cc3Cl)c(=O)[nH]2)C1 (configuration not stated)	-0.1	i	-1.1
COc1ccc(Br)cc1/C=N/NC(=O)c1cccc(S(=O)(=O)N2CCOCC2)c1	-0.1	i	3.3
O=C(Nc1ccc2sccc2c1)c1ccc(Cl)s1	-1.1	i	0.49
Cc1c(NC(=O)CN2CCN(c3ccccc3)CC2)c(=O)n(-c2ccccc2)n1C	-0.7	i	0.08
Nc1ccc(C(=O)N2CCCC2)cc1	-1.0	i	-0.19
CNC(=O)c1c(NC(=O)c2ccc(S(=O)(=O)N3CCCCC3)cc2)sc2c1CCN(C(C)C)C2	-0.5	i	-2.1
CCCn1c(=N)n(CC(O)c2ccc(C)cc2)c2ccccc21 (configuration not stated)	0.1	i	-6*
COc1ccc(-c2nnc(SC(C)C(=O)NCc3ccc4c(c3)OCO4)n2Cc2ccco2)cc1 (configuration not stated)	0.0	-8.2*	0.04

# Outcome played no part in choosing rows; about 1.9% have a hit in one of these screens.
